# TRPC4 act = opens the mouse TRPC4 cation channel | Q9QUQ5 | HEK293 TRPC4beta/mu-opioid, Fluo4 calcium fluorescence; stronger effect = higher value | B-score at 10 µM | 310,000 tested, 0.49% active | AID 2237;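 active = B-score above 5 SD of library B-scores, and initial fluorescence ratio not above library mean plus 5 SD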;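 also: positive B-score marks a calcium rise read as TRPC4 activation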
#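 Assay system: HEK293 stable line with TRPC4beta plus mu-opioid receptor. Times: dye 45 min RT, read 110 s. Measured by: kinetic Fluo4 calcium fluorescence. Measure: B score of integrated ratio. Controls: assay buffer as low control, maximal DAMGO as high control.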
# MrgX1 antag = blocks BAM8-22 activation of human MrgX1 receptor | AID 588676 | B-score at 10 µM | 310,000 tested, 1.3% active | MRGX1-HEK293 calcium flux, Fluo-4, BAM8-22 antagonism; stronger effect = lower value | Q96LB2;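 active = calcium-response B-score plate-corrected more than 3 library SD below zero, starting fluorescence within 5 deviations, no agonist response on first addition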;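 also: peak minus trough fluorescence over baseline after final BAM8-22 challenge near maximal dose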
# TRPC6 activator = mouse TRPC6 channel activation; Q61143; HEK293-TRPC6 membrane potential dye fluorescence; stronger effect = higher value; B-score at 10 µM; 310,000 tested, 0.13% active; AID 2550;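 active = B-score of the integrated fluorescence ratio above library mean plus 3 SD, and starting fluorescence ratio within library mean plus 5 SD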;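 also: higher score means more depolarization so channel activation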
# Target sequence (Q61143 whole entry, looked up): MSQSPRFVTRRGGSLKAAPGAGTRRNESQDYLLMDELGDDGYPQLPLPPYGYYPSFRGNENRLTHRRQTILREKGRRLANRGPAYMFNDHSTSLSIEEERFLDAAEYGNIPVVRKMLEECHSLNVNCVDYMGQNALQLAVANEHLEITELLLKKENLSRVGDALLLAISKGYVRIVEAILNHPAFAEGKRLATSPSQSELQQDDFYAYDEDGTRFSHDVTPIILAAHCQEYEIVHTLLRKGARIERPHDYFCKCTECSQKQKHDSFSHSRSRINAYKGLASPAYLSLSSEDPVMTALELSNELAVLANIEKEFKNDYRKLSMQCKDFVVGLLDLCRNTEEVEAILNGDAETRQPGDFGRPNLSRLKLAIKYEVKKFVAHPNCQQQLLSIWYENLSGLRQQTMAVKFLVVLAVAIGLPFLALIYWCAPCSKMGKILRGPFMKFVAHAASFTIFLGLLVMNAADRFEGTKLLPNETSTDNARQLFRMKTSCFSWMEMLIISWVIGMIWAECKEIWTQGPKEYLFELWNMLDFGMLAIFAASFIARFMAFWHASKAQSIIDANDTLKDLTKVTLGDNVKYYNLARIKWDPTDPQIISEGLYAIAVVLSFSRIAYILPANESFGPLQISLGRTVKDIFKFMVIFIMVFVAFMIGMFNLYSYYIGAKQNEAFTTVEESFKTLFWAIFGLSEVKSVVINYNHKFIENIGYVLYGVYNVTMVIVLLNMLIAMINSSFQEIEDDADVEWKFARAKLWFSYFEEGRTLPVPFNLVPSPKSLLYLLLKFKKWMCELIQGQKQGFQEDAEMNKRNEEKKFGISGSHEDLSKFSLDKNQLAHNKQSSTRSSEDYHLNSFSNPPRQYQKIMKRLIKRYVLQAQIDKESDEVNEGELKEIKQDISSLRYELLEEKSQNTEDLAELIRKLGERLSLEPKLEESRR
# MrgX1 allo act = human MrgX1 positive allosteric modulation, primary screen | Q96LB2 | MrgX1-HEK293, Fluo-4 calcium flux, FDSS; stronger effect = higher value | B-score at 10 µM | 310,000 tested, 0.63% active | AID 588675;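 active = plate-corrected calcium response at least 3 library SD above typical, normal starting fluorescence, not activating the receptor alone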;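 also: compound read alongside a low EC10 to EC30 dose of BAM8-22 agonist; peak minus trough fluorescence over baseline measured at the second addition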
# MrgX1 agonist = human MrgX1 receptor agonism, primary screen; MrgX1-HEK293 cells, Fluo-4 calcium fluorescence, agonist mode; stronger effect = higher value; 310,000 tested, 0.44% active; AID 588627; Q96LB2; B-score at 10 µM;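 active = calcium response B-score plate-corrected fluorescence ratio at least 3 library SD, with starting fluorescence B-score inside 5 SD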
#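 Material – MrgX1-expressing HEK293 cells · Input – 15,000 cells seeded per well · Dosing – compound as first of three additions · Times – overnight seeding, then 1 h dark dye loading · Measured by – kinetic Fluo-4 NW fluorescence of intracellular calcium · Read-out – B-scored fluorescence response ratio · Benchmarks – positive and negative control wells on each plate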
# ANO1 activ = mouse TMEM16A channel activation, primary screen; 340,000 tested, 0.3% active; HEK293 TMEM16A/YFP-H148Q/I152L, iodide quench fluorescence; stronger effect = lower value; B-score at 10 µM; Q8BHY3;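 active = fluorescence-ratio B-score plate-corrected deviation score at least 3 library SD below zero, with starting fluorescence score within 5 deviations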;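 also: channel opened by trigger with iodide after compound preincubation; score built on the fluorescence ratio of max minus min over baseline; more negative score means more quench and so TMEM16A activation or potentiation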
# SKKanGAS inh = SKKanGAS growth inhibition | inhibition, % at 7.5 µM | S. pyogenes SKKanGAS, kanamycin growth, BacTiter-Glo, 6 h | 300,000 tested, 1.3% active;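 active = mean replicate score, as percent of positive control median, at least 50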;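 also: strain carries kanamycin resistance gene driven by streptokinase promoter and grows in 40 µg/ml kanamycin; loss of luminescence reflects streptokinase promoter inhibition or plain growth inhibition; 0% = median of DMSO wells and 100% = positive control at its reference dose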
# TRPC4 inh = blocks the mouse TRPC4 cation channel | Q9QUQ5 | HEK293 TRPC4beta/mu-opioid, DAMGO-evoked Fluo4 calcium flux; stronger effect = lower value | B-score at 10 µM | 300,000 tested, 0.39% active | AID 2247;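 active = B-score over 3 SD under the library average, no early fluorescence shift, positive overall ratio signal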
#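 Test system – stable TRPC4beta/mu-opioid receptor HEK293 cells · Probe or stimulus – DAMGO, a submaximal dose followed by a maximal one · Dosing – one concentration per compound · Signal – Fluo4 calcium fluorescence by kinetic imaging, 5 s 1 Hz baseline · Evaluation – per-well B score of integrated baseline-normalized Fluo4 ratio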
# TRPC6 inhibitor = blocks the mouse TRPC6 cation channel; 310,000 tested, 1.1% active; HEK293-TRPC6, membrane potential dye, ACh-evoked depolarization; stronger effect = lower value; B-score at 10 µM;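 active = B-score under library mean minus 3 SD, initial fluorescence not abnormally high, positive integrated signal ratio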;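 also: B-score derived from integrated fluorescence ratio over the kinetic read; more negative B-score means stronger inhibition of depolarization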
# ANO1 block = blocks the mouse calcium-activated chloride channel TMEM16A. Q8BHY3. HEK293 TMEM16A/YFP iodide influx fluorescence, ionomycin. normalized B-score (activity score, 25-100; higher = stronger inhibition) at 10 µM. 310,000 tested, 1.2% active;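 active = ratio plate-corrected score three or more library SD toward inhibition, starting fluorescence score within five deviations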;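 also: score derived from kinetic fluorescence span divided by baseline fluorescence per well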
# TRPC4 PAM = allosterically enhances the mouse TRPC4 cation channel; AID 2227; B-score at 10 µM; Q9QUQ5; 310,000 tested, 0.42% active; HEK293 TRPC4beta/mu-opioid, DAMGO EC20, Fluo-4 Ca2+ flux; stronger effect = higher value;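 active = B-score of calcium response area above 5 SD of library B-scores, with initial fluorescence ratio within 5 SD of library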;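 also: B-score of integrated fluorescence ratio over time as area under calcium response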
# Active calls of the source: *; i = inactive; . = no result given.
# Value order: TRPC4 act, MrgX1 antag, TRPC6 activator, MrgX1 allo act, MrgX1 agonist, ANO1 activ, SKKanGAS inh, TRPC4 inh, TRPC6 inhibitor, ANO1 block, TRPC4 PAM
CC(=O)Nc1c(C(=O)N2CCOCC2)sc2nc3c(cc12)COC(C)(C)C3
  i, i, i, i, i, i, -4.6, i, i, i, i
COc1ccc(/C=C2/C(=O)N(CC3CCCO3)C(=S)N2C)c(OC)c1 (centres undefined)
  i, i, i, i, i, i, -2.5, i, i, i, i
C/C(=N\NC(=O)c1nn(C)c(C)c1Br)c1ccc(NC(=O)c2ccccc2F)cc1
  i, i, i, i, i, i, -3.5, i, i, i, i
CCCCC(=O)Nc1nn(CC)c2nc3c(C)cccc3cc12
  i, i, i, i, i, i, 1.8, i, i, i, i
COCC(=O)Nc1cc(C(=O)Nc2cccc(C)c2C)ccc1Cl
  i, i, i, i, i, i, 3.2, i, i, i, i
CC(=O)c1sc2nc(C)c3c(c2c1N)CCCC3
  i, i, i, 9.69*, i, i, -4.7, i, i, i, i
COc1ccc(NC(=O)COC(=O)CCc2ccccc2)c(OC)c1
  i, i, i, i, i, i, -5.8, i, i, i, i
O=C(NCc1ccco1)C1CC(=O)N(c2ccc(O)cc2)C1 (centres undefined)
  i, i, i, i, i, i, -4.8, i, i, i, i
COCCCn1c(=O)c2ccccc2n(Cc2cccc(C)c2)c1=O
  i, i, i, i, i, i, 5.9, i, i, i, i
Cc1ccc(NC(=O)CN2C(=O)NC(C)(c3ccc(Cl)cc3)C2=O)cc1S(=O)(=O)N1CCOCC1 (centres undefined)
  i, i, i, i, i, i, 2.6, i, i, i, i
CCCc1nc(C)c2c(=O)[nH]c(-c3cc(S(=O)(=O)N4CCN(CC)CC4)ccc3OCC)nn12
  i, i, i, i, i, i, 1.1, i, i, i, i
Cc1cccc(NC(=O)NNS(=O)(=O)c2ccc(F)cc2)c1
  i, i, i, i, i, i, 18.4, i, i, i, i
Cc1cc(C)c(NC(=O)NC(=O)C(Cl)(Cl)Cl)c(C)c1
  i, i, i, i, i, i, -6.4, i, i, i, i
Clc1cncc(Cl)c1N/N=C/c1ccccc1
  i, i, i, i, i, i, -2.1, i, i, i, i
Cc1ccc(Sc2ccc(N)cc2C#N)cc1
  i, i, i, i, i, i, 5.1, i, i, i, i
Cc1cc(C)nc(SCCn2c(N3CCCCC3)nc3c2c(=O)n(C)c(=O)n3C)n1
  i, i, i, i, i, i, -6.4, i, i, i, i
CCC(=O)c1cn(CC(=O)NCC2CCCO2)c2ccccc12 (centres undefined)
  i, i, i, i, i, i, 1.2, i, i, i, i
Cc1ccc(-n2ncc3c2CCCC3NC(=O)CCc2c(C)noc2C)cc1C (centres undefined)
  i, i, i, i, i, i, 7.7, i, i, i, i
CCOC(=O)C1CCN(S(=O)(=O)c2ccc(CN3C(=O)c4cccnc4C3=O)cc2)CC1
  i, i, i, i, i, i, -5.9, i, i, i, i
CCCn1cc(CN2CCC(Cc3ccccc3)(C(=O)OCC)CC2)c(C)n1
  i, i, i, i, i, i, 1.3, i, i, i, i
COCc1nnc(NS(=O)(=O)c2ccc(Cl)cc2)s1
  i, ., i, ., ., i, 2.5, i, i, ., i
CSc1ccc(NC(=O)N2CC(C)OC(C)C2)cc1 (centres undefined)
  i, i, i, i, i, i, -2.0, i, i, i, i
CCCCOc1ccc(-c2c(C#N)c(N)nc(SCC(N)=O)c2C#N)cc1
  i, i, i, i, i, i, 89.6*, i, i, i, i
CC(C)(C)Sc1ccc2nc3c(n2c1)CCCC3
  i, i, i, 16.4*, i, i, 7.7, i, i, i, i
CC(NC(=O)CCC(=O)N1CCN(S(=O)(=O)c2ccc(Cl)cc2)CC1)c1ccccc1 (centres undefined)
  i, i, i, i, i, i, 2.8, i, i, i, i
O=C(NNC(=O)c1ccccc1O)c1ccc(S(=O)(=O)Nc2ccccc2F)cc1
  i, i, i, i, i, i, 7.9, i, i, i, i
CCn1c(SCC(N)=O)nnc1-c1ccco1
  i, i, i, i, i, i, 6.5, i, i, i, i
CCSc1ncc(Cl)c(C(=O)Nc2ccccc2OC)n1
  i, i, i, i, i, i, -0.9, i, i, i, i
CC(C)(C)c1cc(-c2nc(N)nc(N)n2)c(O)c(C(C)(C)C)c1
  ., i, ., i, i, i, ., ., ., i, .
Cc1ccc(S(=O)(=O)Cc2ccc([N+](=O)[O-])cc2)cc1
  i, i, i, i, i, i, -1.5, i, i, i, i
O=C(Nc1ccccc1)N1CCN(c2nc3ccccc3s2)CC1
  43*, i, i, i, i, i, 0.8, i, i, i, i
COc1ccc(N2C(=O)CC(N3CCN(c4ccccc4OC)CC3)C2=O)cc1 (centres undefined)
  i, i, i, i, i, i, 1.1, i, i, i, i
CCCNC(=O)CNC(=S)N(Cc1cc(OC)c(OC)c(OC)c1)C1CCCC1
  i, i, i, i, i, i, -7.3, i, i, i, i
O=[N+]([O-])c1ccc(Cl)cc1Sc1nc2ccccc2o1
  i, i, i, i, i, i, 66.8*, i, i, i, i
O=C1CC(c2ccccc2)=Nc2ccccc2N1Cc1ccccc1
  i, i, i, i, i, i, 2.8, i, i, i, i
CCc1c(-c2ccccc2)[n+](=O)c2c(n1[O-])CCC2
  i, i, i, i, i, i, 1.5, i, i, i, i
CC(=O)c1cccc(NC(=O)C(OC(=O)c2ccccc2NS(=O)(=O)c2cccs2)c2ccccc2)c1 (centres undefined)
  i, i, i, i, i, i, -3.3, i, i, i, i
Clc1ccc(-c2csc(Nc3cccnc3)n2)cc1
  i, i, i, i, i, i, -8.1, i, i, i, i
CC(C)C[C@H](CO)Nc1nc(Nc2cccc(Cl)c2)c2ncn(C(C)C)c2n1
  i, i, i, i, i, i, 25.4, i, i, i, i
CCCn1nnnc1NC(=O)COc1ccc(Cl)cc1C
  i, i, i, i, i, i, 23.4, i, i, i, i
O=C(NC1CCN(C(=O)NCc2ccccc2)CC1)c1ccc(F)cc1
  i, i, i, i, i, i, -7.6, i, i, i, i
Cc1cc(C)n(C2CCCCC2OC(=O)CCc2ccccc2)n1 (centres undefined)
  i, i, i, i, i, i, -0.1, i, i, i, i
COc1ccc(C2C(C(=O)c3ccccc3)=C(C)Nc3nc4ccccc4n32)cc1OC (centres undefined)
  i, i, i, i, i, i, 12.8, i, i, i, i
CC(=O)N(C)c1ccc(N=Nc2c(C)[nH]n(C(N)=S)c2=O)cc1
  i, i, i, i, i, i, -3.5, i, i, i, i
CN(Cc1nc2c(s1)CCCC2)C(=O)CCc1nnc(-c2ccc3c(c2)OCO3)o1
  i, i, i, i, i, i, -1.3, i, i, i, i
O=S(=O)(NC1CCCCC1)c1ccc(F)c2ccccc12
  i, i, i, i, i, i, 2.3, i, i, i, i
COc1ccc(S(=O)Cc2ccc(C(=O)N3CCN(C(=O)c4ccco4)CC3)o2)cc1 (centres undefined)
  i, i, i, i, i, i, 2.2, i, i, i, i
CCc1[nH]nc2c1C1(CCN(C(=O)c3ccccc3)CC1)C(C#N)=C(N)O2
  i, i, i, i, i, i, -4.8, i, i, i, i
CCNC(=O)Cn1cnc2c1c(=O)n(C)c(=O)n2C
  i, i, i, i, i, i, -1.1, i, i, i, i
CC(=O)Nc1ccc(S(=O)(=O)Nc2cccc(C(=O)NC(C)(C)C)c2)cc1
  i, i, i, i, i, i, -7.6, i, i, i, i
COc1ccc(OC)c(NC(=O)c2[nH]c(C)c(C(C)=O)c2C)c1
  i, i, i, i, i, i, 1.8, i, i, i, i
Cc1ccc(CN(Cc2ccco2)C(=S)NCC(=O)O)cc1
  i, i, i, i, i, i, -10.7, i, i, i, i
COC(=O)C1=NN(N=O)C2(CC(=O)N(c3cc(C)cc(C)c3)C2=O)C1 (centres undefined)
  i, i, i, i, i, i, 5.8, i, i, i, i
Cc1ccccc1N1CCN(S(=O)(=O)c2ccccc2)CC1
  i, i, i, i, i, i, 1.9, i, i, i, i
O=C(NCCCN1CCOCC1)c1ccc(CNS(=O)(=O)c2ccc(F)cc2)cc1
  i, i, i, i, i, i, 4.1, i, i, i, i
CN=C(C)C1=C(O)C(C(=O)OC)C(C)(C)CC1=O (centres undefined)
  i, i, i, i, i, i, -7.6, i, i, i, i
COc1ccc(NC(=O)CCNS(=O)(=O)c2cccc3nsnc23)cc1
  i, i, i, i, i, i, 1.0, i, i, i, i
CCCCNC(=S)Nc1ccc2[nH]c(=O)[nH]c2c1
  i, i, i, i, i, i, -5.3, i, i, i, i
Cc1nnc(C)n1/N=C/c1cc2ccccc2nc1Cl
  i, i, i, i, i, i, -8.1, i, i, i, i
COc1ccc(NS(=O)(=O)c2ccc(-c3coc(C)n3)cc2)cc1
  i, i, i, i, i, i, 1.9, i, i, i, i

# New compounds follow:
# Value order: TRPC4 act, MrgX1 antag, TRPC6 activator, MrgX1 allo act, MrgX1 agonist, ANO1 activ, SKKanGAS inh, TRPC4 inh, TRPC6 inhibitor, ANO1 block, TRPC4 PAM
CSc1ncc(Sc2ccccc2)c(C(=O)O)n1
  i, i, i, i, i, i, -2.4, i, i, i, i
Fc1ccc(CNCC2CCCO2)cc1 (centres undefined)
  i, ., i, ., ., i, -0.1, i, i, ., i
O=C(N1CCOCC1)N1CCN(c2ccccn2)CC1
  i, i, i, i, i, i, -11.7, i, i, i, i
CCC/C(=C1/C(=O)CC(C)(C)C(C(=O)OC)C1=O)N1CCCC1 (centres undefined)
  i, i, i, i, i, i, 1.6, i, i, i, i
Cc1ccc(C(=O)Nc2cccc(-c3nc4ncccc4o3)c2)cc1
  i, i, i, i, i, i, 0.9, i, i, i, i
CCOc1cc2[nH]c(=S)n(CCCN(CC)CC)c(=O)c2cc1OCC
  i, i, i, i, i, i, -4.2, i, i, i, i
Cc1cc(C)c2nc(N3CCCC(C(=O)N4CCC(C(N)=O)CC4)C3)sc2c1 (centres undefined)
  i, i, i, i, i, i, 0.8, i, i, i, i
